aSyn UTR inh = MLPCN primary screen, SNCA 5' untranslated region | alpha-synuclein 5'UTR reporter, inhibitor activity | inhibition, % (tested at 7.5 µM) | actives 0.82% (n = 300,000) | AID 1813; in the data active = inhibition above about 60%;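 note: H4 neuroglioblastoma cells stably carrying SNCA 5'UTR luciferase fusion; 0% = DMSO wells and 100% = positive control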
IEC-6 tox = IEC-6 cytotoxicity, counter-screen for KLF5 inhibitors; actives 0.78% (n = 290,000); AID 1825; inhibition, % at 5 µM; luminescence viability; in the data active = inhibition above about 22%;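 note: 0% = plate median of test compound wells and 100% = cytotoxic reference compound wells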
AI-2 QS modul = Vibrio harveyi AI-2 quorum sensing modulation | Vibrio harveyi JMH597 AI-2 luminescence/OD600 ratio, 9 h; active compounds read low; strain lacks LuxN and CqsS sensors; 0 = neutral-control median | activity change, % at 7.5 µM | actives 0.4% (n = 300,000) | AID 2094; in the data active = activity change below about -75%, passing the limit was not always enough;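 note: luminescence divided by OD600 gain over 9 h not by final OD600 alone; inactives centre near 13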
PolyA inhibitor = yeast polyadenylation inhibition. calls only at 12 µM. AID 1875. S. cerevisiae SKY197-pL101 polyadenylation reporter, beta-gal luminescence; efflux-impaired pdr1/pdr3 knockout yeast; score 100 = 6 SD above DMSO. actives 0.02% (n = 300,000);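 active = lowest replicate activity score at least 50, where 100 means six control SD above control mean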;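 note: yeast exposed to compound for 9 h at 30 °C; higher score means more reporter readthrough which indicates perturbed polyadenylation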
GSK3 alpha inh = human GSK-3 alpha kinase inhibition. P49840. ADP-Glo luminescence, 60 min. inhibition, % at 10 µM. actives 0.1% (n = 320,000). AID 2650;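 in the data active = inhibition above about 50%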;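 note: GST-tagged GSK-3 alpha with peptide substrate and 25 µM ATP; 0% = DMSO neutral wells and 100% = GW8510 positive control wells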
Target sequence (P49840 whole entry, looked up): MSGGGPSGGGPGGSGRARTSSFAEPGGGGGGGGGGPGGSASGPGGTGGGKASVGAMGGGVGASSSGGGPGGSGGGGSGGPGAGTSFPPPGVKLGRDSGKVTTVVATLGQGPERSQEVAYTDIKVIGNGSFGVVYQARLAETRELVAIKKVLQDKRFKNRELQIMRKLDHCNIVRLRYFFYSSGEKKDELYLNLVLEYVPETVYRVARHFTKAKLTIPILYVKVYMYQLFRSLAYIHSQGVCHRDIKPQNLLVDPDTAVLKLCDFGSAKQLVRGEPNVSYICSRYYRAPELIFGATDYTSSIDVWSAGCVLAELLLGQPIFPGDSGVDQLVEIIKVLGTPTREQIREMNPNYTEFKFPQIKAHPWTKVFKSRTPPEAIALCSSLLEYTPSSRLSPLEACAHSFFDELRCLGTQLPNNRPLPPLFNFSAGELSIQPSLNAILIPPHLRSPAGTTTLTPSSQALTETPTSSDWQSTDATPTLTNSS
KLF5 inhibitor = kruppel-like factor 5 inhibition; inhibition, % at 5 µM; actives 0.23% (n = 290,000); DLD-1 KLF5 promoter-luciferase reporter, luminescence;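 active = inhibition above a per-plate limit of that plate's mean compound inhibition plus 3 SD, cut at about 60% in these data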;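 note: 0% = DMSO wells and 100% = LY294002 at 200 µM; higher means less KLF5 promoter-driven luciferase light; inactives centre near -14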
GSK3beta inhib = human GSK3beta kinase inhibition; P49841; actives 0.038% (n = 300,000); activity score (negative = inhibition), % at 10 µM; GST-GSK3beta kinase, ADP-Glo luminescence, 60 min; active compounds read low;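 active = more than half of replicate wells score below -50%, meaning over 50% inhibition versus plate controls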;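 note: 0% = median DMSO wells and -100% = median GW8510 positive control wells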
Target sequence (P49841 whole entry, looked up): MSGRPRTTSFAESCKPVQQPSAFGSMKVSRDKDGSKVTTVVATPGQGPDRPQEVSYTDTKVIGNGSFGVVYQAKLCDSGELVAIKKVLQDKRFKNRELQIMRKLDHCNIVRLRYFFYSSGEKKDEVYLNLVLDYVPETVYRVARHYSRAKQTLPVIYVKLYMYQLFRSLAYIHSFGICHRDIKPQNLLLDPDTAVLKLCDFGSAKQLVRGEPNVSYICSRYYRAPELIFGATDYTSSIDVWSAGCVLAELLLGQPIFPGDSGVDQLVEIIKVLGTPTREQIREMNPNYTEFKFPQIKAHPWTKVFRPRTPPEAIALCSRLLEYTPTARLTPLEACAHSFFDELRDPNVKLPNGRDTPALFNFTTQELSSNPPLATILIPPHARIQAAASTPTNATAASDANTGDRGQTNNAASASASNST
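test system = GST-tagged human GSK3beta kinase, cell-free | reagent = 25 µM ATP with peptide substrate | dosing = one dose of 10 µM per compound | schedule = 60 min reaction, RT | detection = luminescent ADP-Glo measurement of ADP formed | control set = DMSO neutral wells and GW8510 at 20 µM as positive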
HSF-1 act = increases HSF-1 driven luciferase reporter signal; NIH3T3-HGL HSF-1 luciferase reporter, MG132, 8 h; 100% = twice DMSO control signal; activation, % at 9 µM; actives 1.7% (n = 300,000); AID 504408;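 active = mean replicate activation of at least 50% with a set share of replicates each reaching 50%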;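 note: 0% = median of the neutral control wells and 100% = twice that signal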
HSP90 inh = inhibitors of HSP90 luciferase refolding in rabbit reticulocyte lysate; luciferase refolding luminescence, 3 h; inhibition, % at 5.6 µM; actives 0.91% (n = 290,000); AID 1789;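 active = inhibition above the screen-wide mean plus 3 SD, computed separately per campaign, cut at about 16% in these data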;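 note: 0% = DMSO wells and 100% = 60 µM geldanamycin wells; inhibitors lower the luminescence because luciferase stays unfolded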
HSF1 inhib = HSF1 inhibition. actives 0.77% (n = 300,000). AID 2098. NIH3T3-HGL HSE-luciferase, MG132-induced, luminescence 8 h; active compounds read low. activity change, negative = inhibition, % at 7.5 µM (by protocol);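 active = more than half of replicate wells show activity change below -50%, luminescence cut by over half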;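 note: luciferase reports HSF-1 transcriptional activity via heat shock element; 0% = median of DMSO wells and -100% = zero luminescence signal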
Numbers without * were called inactive; i = inactive; / = no result given. Not all compounds are listed; count on the stated rates, not on these rows.

SMILES	aSyn UTR inh	IEC-6 tox	AI-2 QS modul	PolyA inhibitor	GSK3 alpha inh	KLF5 inhibitor	GSK3beta inhib	HSF-1 act	HSP90 inh	HSF1 inhib
CC(=O)NC(CC(=O)NCC(=O)Nc1ccc(F)c(F)c1)c1ccccc1 (stereo unspecified)	8.9	1.4	10.5	i	1.2	-29.1	2.1	-7.2	4.5	1.9
CCN1C(=O)[C@H]2[C@@H](c3ccc(-c4ccc5c(c4)OCO5)c(OC)c3)N[C@@](Cc3ccccc3)(C(=O)OC)[C@H]2C1=O	45.9	/	31.1	i	-1.1	/	1.3	18.2	/	2.5
COc1ccc(N2CCN(C(=O)COC(=O)c3ccccc3OCc3ccc(F)cc3)CC2)cc1	12.4	/	20.0	i	1.0	/	1.1	7.8	/	3.8
COc1ccccc1CNC(=O)C1CCN(S(=O)(=O)N2CC(C)CC(C)C2)CC1 (stereo unspecified)	25.1	3.4	16.9	i	-2.5	-2.6	1.2	-4.3	1.1	-6.1
CC(=O)N(c1nnc(-c2ccc(C)cc2)s1)C1CCCC1	-83.1	-2.4	8.2	i	2.4	-82.6	0.8	12.4	2.8	8.9
CCOC(=O)N1CCN(C(=S)Nc2ccc(C)cc2)CC1	4.2	-3.6	7.7	i	-1.8	-5.4	0.8	14.5	-0.4	-8.0
COc1ccc(-c2cn[nH]c2-c2ccc(OC)cc2O)cc1	41.0	1.4	-14.5	i	-2.1	-20.9	-1.2	-45.2	-1.4	-40.9
COc1ccccc1CNS(=O)(=O)c1ccc2c(c1)NC(=O)CO2	-10.9	-4.5	7.8	i	/	-12.2	-2.8	6.0	0.2	-2.1
Cc1cc(-c2ccc(Cl)s2)n[nH]1	-79.6	2.2	17.4	i	-21.4	-11.7	-0.9	19.5	3.3	13.7
C=CCn1sc(N)c(C(=O)OCC)c1=S	20.6	-0.4	2.8	i	0.8	-0.5	1.4	-3.9	2.1	2.4
Cc1cc(C(=O)COC(=O)c2ccc([N+](=O)[O-])o2)c(C)n1CC1CCCO1 (stereo unspecified)	-127.9	-0.6	/	i	-2.2	8.9	/	-11.6	8.2	-8.7
COc1ccc(NC(=O)c2cccc(N3C(=O)C4C5C=CC(C6CC56)C4C3=O)c2)c(OC)c1 (stereo unspecified)	8.6	-4.7	7.7	i	/	-15.6	1.5	-26.4	2.2	-1.7
COc1ccc(OC)c(NC(=O)CSc2nnc(-c3cnccn3)n2C)c1	6.8	6.4	-0.5	i	1.5	2.4	1.1	-9.8	0.9	-7.0
CCN1c2ccccc2-c2nc3ccccc3n2C1c1cccnc1 (stereo unspecified)	-15.4	-7.1	3.8	i	1.6	-2.1	-0.2	7.3	4.3	0.8
CCOC(=O)c1c(-c2ccc(OC)cc2)oc2ccc(O)cc12	-2.0	1.9	-5.7	i	0.7	2.9	-1.7	3.4	-0.4	-9.3
CCOC(=O)N1CCC(NC(=O)Cc2cn(C)c3ccccc23)CC1	20.4	-8.1	-4.1	i	-1.6	-11.7	0.9	0.7	-9.4	3.9
CCOc1cc(CNCCCN2CCOCC2)cc(Br)c1OCc1ccccc1Cl	96.4*	5.7	29.9	i	1.5	-13.6	-6.1	13.2	-1.5	15.4
O=C1c2ccccc2C(=O)N1CCCc1nc2ccccc2c(=O)n1-c1cccnc1	-12.8	-3.0	3.2	i	0.0	2.4	-2.9	-1.5	-2.0	-4.0
CCn1c(C(c2ccccc2)c2ccccc2)n[nH]c1=S	2.7	3.2	20.6	i	-0.8	14.4	0.8	2.1	0.9	-0.6
COc1cccc(CN(C)C(=O)c2[nH]c(C)c(C(C)=O)c2C)c1OC	-5.4	5.8	9.8	i	-0.1	-31.8	0.4	-11.2	-4.2	-3.3
CC(C)C(NC(=O)OCc1ccccc1)C(=O)NC1CCCCC1 (stereo unspecified)	6.2	-0.1	15.2	i	-1.9	5.3	0.8	-1.3	1.7	4.4
COc1ccc(N(C)S(=O)(=O)c2c(C)[nH]c(=O)[nH]c2=O)c(OC)c1	-5.3	-1.3	8.3	i	1.1	-22.6	1.3	3.2	2.4	-1.9
Cc1c(C)c2ccc(OCc3ccc(C(=O)O)o3)c(C)c2oc1=O	-13.3	1.6	20.4	i	0.0	2.1	8.7	-19.1	75.4*	-13.9
O=C(c1ccc(F)cc1)C(CCCCCC(CN1CCOCC1)C(=O)c1ccc(F)cc1)CN1CCOCC1 (stereo unspecified)	11.7	-0.3	73.6	i	/	-31.3	3.8	0.0	1.0	1.3
Cc1nc(SCCCSc2n[nH]c(C)n2)n[nH]1	3.5	-1.9	9.3	i	1.1	-26.8	0.4	2.4	-0.4	-5.2
Cc1ccc(C(=O)OC(C(=O)Nc2ccc(Cl)cc2C(F)(F)F)c2ccccc2)cc1 (stereo unspecified)	2.3	7.1	27.3	i	1.3	1.5	-1.6	-16.2	-3.2	-3.4
CCOC(=O)c1cc2c(=O)n3cccc(C)c3nc2n(CC2CCCO2)c1=NC(C)=O (stereo unspecified)	10.3	1.5	11.2	i	/	-10.6	3.6	4.7	1.5	-5.2
O=C(C1=C(O)C(=O)N(CCc2ccccc2)C1c1ccncc1)c1cc2ccccc2o1 (stereo unspecified)	-14.2	-3.5	19.7	i	-1.4	-23.7	1.6	-14.2	0.2	-0.4
COCc1cc(C)nc(N/N=C/c2ccc(-c3ccc(C(=O)O)c(Cl)c3)o2)c1C#N	-15.8	-3.0	39.4	i	-0.2	-28.4	-0.8	-3.5	-0.2	-5.3
COc1ccc(C2=NOC(Cn3nc(C(=O)NCc4cccs4)cc3-c3ccccc3)C2)cc1 (stereo unspecified)	12.0	/	-7.0	i	-2.2	/	-2.9	9.8	/	9.3
Cc1cc(S(=O)(=O)Nc2ccc3c(c2)n(C)c(=O)n3C)ccc1F	-27.2	6.7	13.8	i	-6.2	2.9	0.5	37.2	1.4	15.6
Nc1cccnc1S(=O)(=O)c1ccccc1	3.1	-2.2	22.3	i	-4.4	-38.0	5.6	-1.2	0.8	3.5
CCOC(=O)c1sc2nc(CC(=O)OC)nc(NCC(=O)OC)c2c1C	2.4	-2.5	23.0	i	-7.3	-17.3	-22.2	2.8	-4.9	7.2
O=C1/C(=C/c2ccc([N+](=O)[O-])cc2)C=C(c2ccccc2)N1c1ccc(O)cc1	15.7	-6.3	13.4	i	0.1	-31.6	-0.8	94.6*	-1.7	44.9
O=C(N/N=C/C=C/c1ccco1)c1cccc([N+](=O)[O-])c1	-11.3	-1.1	32.1	i	0.6	-8.8	4.3	16.0	-5.7	0.3
Cc1cc(C)nc(N2CCC(C(=O)NC3CCCc4ccccc43)CC2)n1 (stereo unspecified)	12.3	2.7	28.3	i	-4.9	-10.2	1.3	9.5	0.2	-0.3
Cc1c(NS(=O)(=O)c2ccc(Br)cc2)c(=O)n(-c2ccccc2)n1C	6.6	0.9	4.9	i	0.0	-8.7	-2.3	-2.8	2.2	0.0
CC(=O)N1CCc2cc(S(=O)(=O)N3CCOCC3)ccc21	-3.8	3.3	10.7	i	1.0	-22.1	1.0	-2.9	12.6	2.3
Cc1nn(Cc2ccc(C(=O)N3CCCC3)o2)c(C)c1[N+](=O)[O-]	14.1	-9.9	9.4	i	/	-22.4	0.5	0.7	-1.2	4.3
Cc1nc2cc(CO)ccc2n1C	9.4	1.1	-2.2	i	-1.8	-54.6	4.2	-38.2	-2.4	-17.0
CC(C)c1ccc(C(C(=O)NC2CCCC2)N(C(=O)CNC(=O)c2ccco2)c2cccnc2)cc1 (stereo unspecified)	-35.4	5.2	9.5	i	-3.4	4.5	-5.0	-21.6	-1.3	-8.0
O=C(CSC1=NCCS1)Nc1ccc(S(=O)(=O)N2CCCCCC2)cc1	14.6	-1.8	15.8	i	1.7	-14.0	1.8	8.6	1.0	2.5
CCn1c(CCNC(=O)c2ccccc2Cl)n[nH]c1=S	23.2	1.0	23.5	i	/	-42.3	0.2	5.8	1.4	-13.2
CCC(C)NCC(=O)Nc1sc2c(c1C(N)=O)CCC2 (stereo unspecified)	-31.9	-4.8	10.3	i	-0.9	-36.5	1.6	15.2	-10.1	-0.9
Cn1c(=O)c2c(nc(SCc3ccccc3F)n2C)n(C)c1=O	8.3	-5.6	55.6	/	2.1	-28.9	2.9	15.7	0.5	-5.9
Cc1ccc2nc(NC(=O)c3ccc(-c4nc5ccccc5s4)s3)sc2c1	/	-8.0	/	/	-1.3	13.7	/	/	-2.9	/
CN(C)C(=O)c1cc([N+](=O)[O-])cc([N+](=O)[O-])c1N(C)C	19.2	4.5	21.0	i	-1.6	-37.6	0.3	-13.1	-5.2	-0.5
Cc1cccc(NC(=O)NCc2ccc3c(c2)OCO3)c1C	7.6	0.1	12.5	i	-1.0	-9.3	1.3	-7.2	-7.3	1.7
CSc1ncccc1C(=O)Nc1ccc(S(=O)(=O)NC2=NCCCCC2)cc1	7.6	0.4	31.1	i	0.8	-14.4	-2.4	3.3	-0.3	4.6
CCS(=O)(=O)N1CCC(C(=O)O)CC1	7.1	3.1	29.7	i	-1.4	-11.3	1.2	-7.4	-0.3	-4.4
COCCn1c(SCC(=O)Nc2sc(C)c(C)c2C#N)nnc1-c1ccc(OC)cc1	17.5	-1.9	9.8	i	-0.6	6.5	-6.1	5.7	-1.4	-7.8
CCOC(=O)CCC(NC(=O)c1ccc(NCN2C(=O)c3ccccc3C2=O)cc1)C(=O)OCC (stereo unspecified)	-0.1	4.4	10.7	i	-0.8	-8.4	0.5	16.8	0.8	-4.2
CCc1c(C)nc2c(Br)cccc2c1SCCC#N	-2.5	-8.2	33.3	i	-0.7	5.7	0.7	-7.0	3.4	-4.5
Cc1sc(NC(=O)C2=COCCO2)nc1-c1ccc(F)cc1	-36.5	/	13.9	i	5.4	/	-0.4	26.1	/	8.4
Cc1cc2c(c(=O)n1CCN(C)C)C(c1ccccc1Br)C(C#N)=C(N)O2 (stereo unspecified)	-19.8	1.0	16.0	i	5.7	-21.4	2.2	1.6	-2.1	3.3
Cc1ccc(C)c(OCC(O)CN2C(C)CCCC2C)c1 (stereo unspecified)	4.1	4.8	13.5	i	1.9	-5.9	-2.5	-3.1	-1.1	-1.7
CCN1C(=S)N[C@@H](c2cccc(F)c2)C(C(=O)OC)=C1C	-7.1	-1.3	1.6	i	0.3	-0.9	-4.5	10.0	-1.7	-2.6
COCCCNC(=O)c1ccc(-c2csc(C)n2)cc1	-52.0	-0.2	/	i	-1.2	-87.1	/	9.7	-0.7	7.2
